DDE Tn6 FP inh = inhibitors of Tn6 peptide binding to human fibrin DD(E). P02675. Fibrin DD(E) TRITC-Tn6 fluorescence polarization displacement. inhibition, % at 8.3 µM. 0.21% of 370,000 active;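 active = inhibition above a per-campaign cutoff: mean of compounds within control limits plus 3 SD, cut at about 15% in these data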;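 note: 0% = median of all compound wells on the plate and 100% = blocking peptide control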
TCR CD3 inh = human TCR-CD3 binding inhibition. TAMRA-labeled TCR probe fluorescence, biochemical. inhibition, % at 9.4 µM. 0.37% of 360,000 active; in the data active = inhibition above about 19%;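 note: recombinant mutant TCR 2C K166C tagged with TAMRA read by polarization; 0% = receptor in buffer alone and 100% = receptor with positive control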
TDP2 inh = TDP2 (human) inhibition, absorbance primary screen | inhibition, % at 12.8 µM | recombinant TDP2, T5PNP hydrolysis, p-nitrophenol absorbance 415 nm | O95551 | 0.34% of 370,000 active | AID 720702;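 active = inhibition above the mean of all tested compounds plus 3 SD, set per campaign, cut at about 25% in these data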;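 note: 0% = DMSO with enzyme and 100% = buffer with substrate but no TDP2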
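Assay system: Recombinant human TDP2 | Quantity: 120 nM TDP2 per well | Incubation: 2 h at 37 °C | Signal: Epi absorbance | Evaluation: Percent inhibition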
UHRF1 MBD2 ctr = UHRF1 methyl-DNA binding inhibition. inhibition, % at 4.4 µM. AID 687016. Q96T88. UHRF1 binding to methylated oligo, TR-FRET. 0.75% of 370,000 active; in the data active = inhibition above about 21%;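 note: UHRF1 SRA domain binding a hemimethylated CpG hairpin DNA probe; 0% = median of test compound wells and 100% = reference inhibitor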
Tn7 DDE FP = disrupts Tn7 cyclic peptide binding to fibrin D-Dimer-E complex. P02675. FP displacement of FITC-Tn7 peptide from fibrin DD(E); 0% = median of compound wells per plate. inhibition, % at 8.3 µM. 0.13% of 370,000 active. AID 720508;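 active = inhibition above the mean of compounds falling within the control limits plus 3 SD of them, cut at about 14% in these data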;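 note: 0% = plate median of compound wells and 100% = 10 µM Aha-Tn7 peptide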
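system = human fibrin DD(E) protein | quantity = DD(E) 2 µM final | medium = Tris/NaCl/CaCl2 buffer, pH 7.8 | also added = labelled Tn7 tracer, 0.1 µM | compound dosing = single point at 8.3 µM | timing = compound with protein 10 min, then 3 h after probe, room temperature | signal = FP measurement | benchmarks = Aha-Tn7 high control | repeats = one replicate per compound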
LEDGF integ inh = blocks HIV-1 LEDGF/p75-dependent DNA integration; TR-FRET IN-LEDGF/p75 DNA integration, Eu/Cy5; inhibition, % at 3.7 µM; 0.64% of 370,000 active; AID 743269;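 active = inhibition above the screen-wide mean plus 3 SD, cut at about 13% in these data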;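 note: signal is the Cy5 over europium emission ratio at 671 and 618 nm; 0% = plate median of compound wells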
PRMT1 FP inh = PRMT1 (human) inhibition, primary screen | recombinant PRMT1, activity-based probe fluorescence polarization | inhibition, % at 2.79 µM | 1.3% of 370,000 active | AID 652257;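 active = inhibition above about 21% made by adding two undisclosed values, limit read from the data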
Target sequence (Q99873 whole entry, looked up): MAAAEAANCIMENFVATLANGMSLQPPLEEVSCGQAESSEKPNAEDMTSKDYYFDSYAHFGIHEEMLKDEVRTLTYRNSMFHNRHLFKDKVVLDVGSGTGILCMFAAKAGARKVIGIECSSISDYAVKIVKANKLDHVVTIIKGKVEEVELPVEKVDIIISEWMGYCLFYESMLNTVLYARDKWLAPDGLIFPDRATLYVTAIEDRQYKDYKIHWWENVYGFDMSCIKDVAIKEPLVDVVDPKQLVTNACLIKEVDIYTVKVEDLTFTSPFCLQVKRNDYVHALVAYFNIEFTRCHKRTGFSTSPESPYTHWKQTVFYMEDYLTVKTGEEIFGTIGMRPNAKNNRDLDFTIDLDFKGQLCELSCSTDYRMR
KLK7 zymogen act = activates the human kallikrein-7 zymogen; P49862; purified proKLK7, EDANS-DABCYL substrate fluorescence; 100% is mature enzyme control, 0% vehicle; activation, % at 7 µM; 0.9% of 370,000 active; AID 652039;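 active = activation above the mean of all tested compounds plus 3 SD, computed per campaign excluding outliers beyond control limits, cut at about 13% in these data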
SIAE inh = blocks human sialic acid acetylesterase; Q9HAT2; SIAE FP-Rh probe binding, fluorescence polarization; inhibition, % at 9.66 µM; 0.69% of 370,000 active; AID 1053197;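 active = inhibition above a cutoff: mean of compounds within the control limits plus 3 SD of those, cut at about 17% in these data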;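 note: 0% = plate median of compound wells and 100% = probe without SIAE protein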
Target sequence (Q9HAT2 whole entry, looked up): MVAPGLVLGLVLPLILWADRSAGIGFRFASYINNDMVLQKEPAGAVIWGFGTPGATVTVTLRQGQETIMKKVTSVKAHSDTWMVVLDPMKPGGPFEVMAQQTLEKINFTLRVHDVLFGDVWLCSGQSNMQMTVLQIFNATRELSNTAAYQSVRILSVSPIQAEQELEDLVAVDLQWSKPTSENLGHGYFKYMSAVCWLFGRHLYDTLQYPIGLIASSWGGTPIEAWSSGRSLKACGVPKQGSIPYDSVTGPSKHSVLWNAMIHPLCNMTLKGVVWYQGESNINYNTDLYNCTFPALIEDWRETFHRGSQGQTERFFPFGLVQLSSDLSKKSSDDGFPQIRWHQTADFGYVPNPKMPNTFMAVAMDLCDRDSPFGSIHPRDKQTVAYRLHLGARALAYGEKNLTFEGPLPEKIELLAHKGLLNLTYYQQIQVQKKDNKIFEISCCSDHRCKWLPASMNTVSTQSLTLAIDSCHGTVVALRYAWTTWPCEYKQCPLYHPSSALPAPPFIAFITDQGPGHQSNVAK
MBD2 DNA inh = MBD2-methylated oligo binding inhibition | 0.31% of 370,000 active | TR-FRET, MBD2 binding to methylated oligonucleotide | AID 686964 | inhibition, % at 4.4 µM; in the data active = inhibition above about 13%
Active calls of the source: *.

Every second line gives: DDE Tn6 FP inh, TCR CD3 inh, TDP2 inh, UHRF1 MBD2 ctr, Tn7 DDE FP, LEDGF integ inh, PRMT1 FP inh, KLK7 zymogen act, SIAE inh, MBD2 DNA inh
- COc1ccccc1NC(=O)COC(=O)c1ccc(S(=O)(=O)NCc2ccco2)cc1
→ 9, 7, 6, -1, 2, 0, 0, -0.6, -2, -1
- OCc1ccccc1OCCCOc1cccc2cccnc12
→ -6, 11, 6, 0, 1, 2, 2, 0.1, -1, 0
- O=c1[nH]c2cc(Cl)c([N+](=O)[O-])nc2[nH]1
→ 7, 6, 8, -2, -6, 2, 0, 0.0, 2, -3
- Cc1ccc(C(C(=O)NC(C)(C)C)N(C(=O)c2csnn2)C2CC2)cc1 (stereo unspecified)
→ 2, -2, -1, -2, 1, 0, -3, -0.1, 3, -2
- O=C(CN1CCNCC1)Nc1ccccc1Cl
→ -2, -4, 1, -2, 1, 2, -3, -0.1, 2, 0
- CC(C)CCN(CC(=O)NC(C)(C)C)C(=O)C(=O)Nc1ccc2c(c1)OCCO2
→ 2, 1, -4, 0, 6, -3, -1, 0.3, -8, -1
- O=C(CCn1nnc2ccccc21)Nc1nnc(Cc2ccc(F)cc2)s1
→ -2, -5, -12, 9, 0, -1, 6, 1.3, -3, 1
- CCN(CC)C(=O)CSC1=Nc2ccccc2C2=NC(c3ccccc3)C(=O)N12 (stereo unspecified)
→ 4, 3, 4, -3, -5, 0, -1, -0.5, 5, 0
- Cc1ccc(-c2nnc(-c3ccccc3)o2)cc1Br
→ -4, -8, -3, 2, -5, -2, 1, -0.9, -5, -2
- Cc1ccc(/C=N/NC(=S)NCCc2ccccc2)s1
→ 0, 8, -2, -6, 5, 4, 0, -21, 10, 1
- COc1cc(C(=S)N2CCOCC2)ccc1OC(=O)c1ccccc1
→ 4, 6, -3, 0, -4, -1, 5, -0.2, 4, -1
- COc1cccc(N(CC(=O)NC(C)c2ccccc2)S(C)(=O)=O)c1 (stereo unspecified)
→ -3, 0, 3, -1, 0, 0, 1, 0.1, 10, -1
- COC(=O)N1C[C@H](OCc2cn(-c3cc(Cl)cc(Cl)c3)nn2)[C@H](OCc2cn(-c3cc(Cl)cc(Cl)c3)nn2)C[C@@H]1c1ccccc1Br
→ 11, 5, 1, 4, 6, -3, -2, 1.0, -3, 3
- CCCOC(=O)C1=C(C)NC2=C(C(=O)C(C(=O)OC)C(C)C2)C1c1ccc(N(C)C)cc1 (stereo unspecified)
→ 0, -9, -8, 2, -4, 2, 2, 6.3, 7, 0
- Cc1cc(C)cc(C(=O)N2CCN=C2SCc2ccc([N+](=O)[O-])cc2)c1
→ -2, -2, -11, 2, -4, 2, -7, -0.8, -6, -9
- CCOc1cc(C2NC(=O)NC(C)=C2C(=O)OC(C)CC)cc(Br)c1O (stereo unspecified)
→ -4, 1, -2, -1, -4, -3, -5, 0.9, 5, 1
- c1ccc(CSc2ccc(-c3cccnc3)nn2)nc1
→ 11, 4, 3, -2, 1, 1, 1, -0.1, 6, 1
- CCOC(=O)c1c(NC(=O)C2C3C=CC(C3)C2C(=O)O)sc2c1CC(C)(C)OC2 (stereo unspecified)
→ -2, 4, 1, 0, -3, 7, -1, 0.8, 5, 3
- O=C(N[C@H]1C/C=C\C[C@@H](CC(=O)N(CCO)Cc2ccccc2)C(=O)N[C@H](Cc2c[nH]c3ccccc23)COC1=O)OCC1c2ccccc2-c2ccccc21
→ -5, -1, -2, -4, -8, 3, 0, 0.9, 11, 2
- CCc1ccc(Nc2n[n+](-c3ccccc3)c(-c3ccc(OC)c(Br)c3)s2)cc1
→ -4, 0, 1, -1, 0, -1, 3, -0.9, -10, 3
- COc1ccc2nc(SCC(=O)NCC3CCCO3)c(C#N)cc2c1 (stereo unspecified)
→ 2, 0, 5, -1, 1, -4, 0, 0.1, -6, -2
- CSc1ccc(S(=O)(=O)NCC(=O)OCC(=O)NC2(C#N)CCCCC2)cc1[N+](=O)[O-]
→ -2, 10, 6, 1, 6, 0, -1, -0.1, 8, -2
- CC(=O)CCC1C2C(O)C(C(C)C)C(OC(=O)/C=C/c3ccccc3)CC12C (stereo unspecified)
→ 4, -10, -9, -2, -1, -1, -2, 0.3, -3, 0
- CC(=O)NC1=NN(C(C)=O)C(C)(c2ccc(C)cc2)S1 (stereo unspecified)
→ -1, -9, -5, 3, 5, 0, 2, 0.8, 2, 3
- O=C(N(c1ccccc1)c1ccccc1)n1ccnc1
→ -2, 5, 8, 0, 3, -4, -1, 0.2, 5, 1
- O=C(NNC(=O)C1CCN(S(=O)(=O)c2ccc(Cl)cc2)CC1)c1ccccc1
→ 3, 4, 13, 0, 5, 2, 1, 0.4, -10, -1
- Clc1ccc(-c2csc(-c3cccnc3)n2)s1
→ -4, 7, 2, 6, -2, 1, 5, 0.3, -7, 5
- S=C(NCCc1ccccc1)Nc1ccc(Br)cc1
→ 2, 2, -4, 1, 0, -3, 3, 0.4, 0, 4
- O=C(CNC(=O)c1cccs1)OCC(=O)c1ccc2ccccc2c1
→ -1, 0, 0, 0, -1, -2, 0, -44, -2, 2
- CC(Oc1ccc(Cl)cc1Cl)C(=O)Nc1ccncc1 (stereo unspecified)
→ 0, -1, -12, 1, -7, 0, 0, -0.1, -5, 1
- Cc1nn(-c2ccccc2)c(C)c1NC(=O)COC(=O)c1ccccc1OC(F)F
→ 0, 4, 2, 0, -6, 1, -1, -0.1, -4, 0
- CC(C(=O)Nc1cccc(C#N)c1)N(C)CCOc1ccccc1 (stereo unspecified)
→ 3, 8, -2, -1, 3, 0, -2, -0.6, -1, 0
- CC(=O)N/C(=C\c1ccc(F)cc1)C(=O)OC(C)C
→ 12, 11, -7, -5, 3, -1, -2, -0.4, -1, -4
- CCOc1ccccc1C1c2[nH]c3ccccc3c2C[C@H]2C(=O)N(C3CCN(Cc4ccccc4)CC3)CC(=O)N12 (stereo partly specified)
→ -2, -4, -2, -2, 7, 2, -4, 0.6, 4, 3
- CN(C(=O)COn1nnc2ccc(Cl)cc21)C1CCS(=O)(=O)C1 (stereo unspecified)
→ 3, -1, 5, 0, 3, -4, 1, 0.2, -1, -1
- C/C(=N\NC(=O)CN(c1ccc(C)cc1)S(C)(=O)=O)c1cccs1
→ 4, 3, 2, -2, -4, 1, 0, 0.5, -1, -2
- Cc1cc2oc(=O)cc(COC(=O)c3n[nH]c4ccccc34)c2cc1C
→ -3, 1, 0, 12, 2, 0, 0, 0.0, -14, 8
- COCCCNC(=O)/C(C#N)=C/c1c(N2CCN(C)CC2)nc2c(C)cccn2c1=O
→ -3, 10, -1, 52*, 0, 2, 7, 3.9, 2, -7
- O=C(CNC(=O)c1ccccc1F)OCCOc1cccc(Cl)c1
→ -9, -2, 12, -3, -6, 1, -2, 0.4, 7, 4
- CCn1c(=O)c(C(=O)CN2CCN(S(=O)(=O)c3ccccc3)CC2)c(N)n(Cc2ccccc2)c1=O
→ -6, 2, -3, 0, 4, 2, 1, -0.2, -9, 1

As entered above.
Under SIAE inh, O=C(N(c1ccccc1)c1ccccc1)n1ccnc1 is listed with 5
Under KLK7 zymogen act, Cc1cc2oc(=O)cc(COC(=O)c3n[nH]c4ccccc34)c2cc1C is listed with 0.0

Remaining list, next part:
Every second line gives: DDE Tn6 FP inh, TCR CD3 inh, TDP2 inh, UHRF1 MBD2 ctr, Tn7 DDE FP, LEDGF integ inh, PRMT1 FP inh, KLK7 zymogen act, SIAE inh, MBD2 DNA inh
- Cc1onc(-c2ccc(Cl)cc2Cl)c1C(=O)/C=C/N(C)C
→ -5, 3, 9, 0, 0, 2, -2, -3.5, 8, 0
- Cc1cccc(C)c1NC(=O)CCCCCNS(=O)(=O)c1ccccc1
→ 5, 8, -1, 1, -1, 2, -5, 0.1, 3, -3
- COC(=O)c1ccc(NC(=O)Nc2ccccc2F)cc1
→ 0, 1, 8, 1, -4, 1, 2, -0.2, -7, -1
- O=C(CN1C(=O)c2ccccc2S1(=O)=O)c1ccc(F)cc1
→ 4, -9, -5, 3, 5, 1, 3, 0.3, -4, 6
- O=[N+]([O-])c1cccc(-c2nc3ccccc3s/c2=N/O)c1
→ 4, 7, 1, -2, -2, -1, -1, 0.0, -58, 2
- Nc1nonc1-n1nnc(C(=O)N/N=C/c2ccccc2Cl)c1CSc1ccccc1
→ -7, 8, -2, -1, -3, 3, -2, 0.6, 0, 2
- CCc1cccc(OCCCN2C(=O)NC(C)(C)C2=O)c1
→ 3, 5, 7, -1, 0, 2, -3, -0.6, 6, 2
- CC1CCN(c2ccccc2NC(=S)NC(=O)c2ccco2)CC1
→ 9, -7, 10, -3, 12, -1, 1, 0.2, 0, 2
- Cc1cc(C)nc(NS(=O)(=O)c2ccc(N/C=C\C(=O)c3ccc(Cl)cc3)cc2)n1
→ 0, -3, -8, 1, 14*, 0, 3, -0.8, -4, 1
- C/C(=N\NC(=O)Cn1nc(C)c([N+](=O)[O-])c1C)c1ccc(O)cc1
→ -1, 7, 7, -3, -9, 2, -1, 0.2, 0, -2
- CC(C)(C)OC(=O)NCc1ccc(CNC(=O)c2[nH]cnc2C(=O)N[C@@H](Cc2ccccc2)C(=O)OC(C)(C)C)cc1
→ 1, 10, -4, -1, -6, 0, 3, 0.0, -52, 0
- Nc1nonc1-n1nnc(C(=O)N/N=C/c2ccc(Br)cc2)c1CSC1=NCCS1
→ 1, 1, -13, 2, -1, 2, 13, -0.1, -32, 2
- O=C(C1CCCCN1S(=O)(=O)c1ccccc1[N+](=O)[O-])N1CCCCC1 (stereo unspecified)
→ 5, 1, -9, 1, 4, -3, 1, -0.6, -6, 6
- COc1ccc(CN2C(=O)c3ccccc3C2=O)cc1C(=O)O
→ 4, 5, 7, 1, 2, -2, 0, -0.7, 0, 3
- Cc1cccc(NC(=O)CN2C(=O)CSC2=O)c1
→ -1, 0, 1, -2, 1, 0, -2, -0.5, 2, 2

Structures listed so far shown as hits in Tn7 DDE FP.
Every second line gives: DDE Tn6 FP inh, TCR CD3 inh, TDP2 inh, UHRF1 MBD2 ctr, Tn7 DDE FP, LEDGF integ inh, PRMT1 FP inh, KLK7 zymogen act, SIAE inh, MBD2 DNA inh
- Cc1cc(C)nc(NS(=O)(=O)c2ccc(N/C=C\C(=O)c3ccc(Cl)cc3)cc2)n1
→ 0, -3, -8, 1, 14*, 0, 3, -0.8, -4, 1

Screens (PubChem)
